# Assay outcomes (PubChem BioAssay)
# ALOX12 inhib: inhibitors of human 12-lipoxygenase (ALOX12) | P18054 | purified 12-hLO, xylenol orange hydroperoxide absorbance | Potency, µM (titrated, usually from 57.1 µM), for the others: at the top dose activity change, negative = inhibition, usual class: inhibitors | actives 0.12% (n = 150,000) | AID 1452; also: potency is read from the fitted curve at half-maximal effect; nearly all actives have a fitted effect of over 55% in size; many of its hits are not listed in these tables
# Target sequence (P18054 whole entry, looked up): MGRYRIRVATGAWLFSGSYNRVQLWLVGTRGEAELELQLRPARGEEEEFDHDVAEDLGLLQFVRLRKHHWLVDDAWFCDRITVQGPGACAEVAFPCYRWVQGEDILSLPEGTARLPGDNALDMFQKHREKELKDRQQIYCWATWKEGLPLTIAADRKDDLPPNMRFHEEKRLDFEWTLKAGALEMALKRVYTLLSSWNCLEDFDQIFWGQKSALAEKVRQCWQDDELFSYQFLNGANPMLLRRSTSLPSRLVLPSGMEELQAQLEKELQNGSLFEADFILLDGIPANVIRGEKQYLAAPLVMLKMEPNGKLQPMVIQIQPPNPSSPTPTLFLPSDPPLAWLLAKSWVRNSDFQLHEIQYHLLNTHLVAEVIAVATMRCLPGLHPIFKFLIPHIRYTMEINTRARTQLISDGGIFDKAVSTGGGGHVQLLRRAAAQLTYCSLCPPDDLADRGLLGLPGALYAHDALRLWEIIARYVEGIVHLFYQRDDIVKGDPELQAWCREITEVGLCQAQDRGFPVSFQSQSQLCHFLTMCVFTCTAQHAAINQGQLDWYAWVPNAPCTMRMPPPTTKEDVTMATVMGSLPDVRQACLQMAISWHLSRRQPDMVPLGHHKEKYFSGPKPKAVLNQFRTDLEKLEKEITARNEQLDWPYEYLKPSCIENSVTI
#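 Hydroperoxide formation by human 12-lipoxygenase from 40 uM arachidonic acid was followed colorimetrically via ferric-xylenol orange complex, using the 573/405 nm absorbance ratio. Enzyme concentration was 150 nM, with 30 min reaction at room temperature.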
# PNC assembly inh: perinucleolar compartment assembly inhibition; PC3M PTB-GFP, PNC prevalence imaging, 16 h; hits give low values; activity change (PNC), negative = inhibition, % at 10 µM; actives 3.1% (n = 140,000);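 active = readout at or below -70, meaning at least 70% loss of cells showing the perinucleolar compartment, a nuclear body marking cancer cells; inconclusive = readout between -30 and a set limit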;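 also: plate controls were DMSO wells for no effect and camptothecin positive control wells for full effect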
#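 Compounds are pinned in duplicate onto adhered PC3M cells stably expressing GFP-tagged PTB and incubated 16 h at 37 C. Cells are then fixed, nuclei stained with Hoechst, and PNC-positive cells counted.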
# IMPase inh: IMPase inhibition in cells; CHO-M1 cells, IP1 accumulation, HTRF TR-FRET ratio; inhibition (IP1 accumulation), % at 46.1 µM; 120,000 tested, under 10 active; AID 901; active = well fitted curve in the direction sought with a large enough effect in the signal ratio, not every such curve was filed as active; inconclusive = small, poorly fitted or top-dose-only effect, or a change in a side signal; inactive = no such curve, though single readings can be large or run the other way; the % refers to the signal ratio;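 also: cells stimulated with carbachol in lithium chloride buffer; plate controls were DMSO basal wells for no effect and reference inhibitor wells for full effect; higher means more IMPase inhibition seen as more IP1 and lower FRET ratio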
# Target sequence (P97697 whole entry, looked up): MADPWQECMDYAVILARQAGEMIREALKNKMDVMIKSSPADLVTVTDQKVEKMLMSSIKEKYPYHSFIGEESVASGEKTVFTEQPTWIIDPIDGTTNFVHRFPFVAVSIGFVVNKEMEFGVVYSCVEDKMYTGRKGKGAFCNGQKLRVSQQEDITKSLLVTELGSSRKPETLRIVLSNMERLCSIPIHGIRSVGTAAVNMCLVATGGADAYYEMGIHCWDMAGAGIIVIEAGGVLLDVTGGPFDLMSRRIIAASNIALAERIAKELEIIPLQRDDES
#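 In this qHTS, compounds (final up to 46 uM) act on CHO-M1 cells that are then activated through the M1 receptor with carbachol, in pH 7.4 buffer containing 50 mM LiCl, for 30 min. IP1 accumulation is quantified by the IP-One immunoassay.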
# ALOX15B inhib: blocks human 15-lipoxygenase 2 activity | purified 15hLO-2, xylenol orange hydroperoxide absorbance | Potency, µM (titrated, usually from 57.1 µM), for inactives: at the top dose activity change, negative = inhibition, hits mostly inhibitors | actives 0.56% (n = 110,000); also: potency is read from the fitted curve at half-maximal effect; nearly all actives have a fitted effect of over 60% in size; many of its hits are not listed in these tables
#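 Read-out: hydroperoxide product oxidises ferrous iron, measured as xylenol orange complex via the 573-to-405 nm absorbance ratio after 30 min. Reaction: 50 nM enzyme, 15 min compound preincubation, 45 uM arachidonic acid, 90 min RT, Hepes pH 7.5 with Triton X-100.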
# Starred values were filed as active, the others as inactive; u = inconclusive; x = no result given; [ ] = dose if it differs, or a comment. Unless noted, calls follow the shape of the dose curve; as a rule, active = well fitted curve in the direction sought with a large enough effect; inconclusive = small, poorly fitted or top-dose-only effect, or another doubt; inactive = no such curve, though single readings can be large; an effect the other way counts as inactive or inconclusive. Unless noted, % is scaled to controls: 0 for no effect and ±100 for the full control effect.
ALOX15B inhib	PNC assembly inh	IMPase inh	ALOX12 inhib	molecule
16%[2.29 µM]	-26	12	-2%	CC1CCN(CCc2nc3cc(NS(=O)(=O)c4ccc(F)cc4)ccc3n2C)CC1
6%	18	3	3%	CCOc1ccccc1-n1c(SCC(=O)N2CCCC2)nnc1-c1ccoc1C
24%	-13	-1	-13%	COc1ccc(/C=N/NC(=O)c2cc(C34CC5CC(CC(C5)C3)C4)[nH]n2)cc1O
-5%	u	-2	-4%	COC(=O)c1[nH]c2ccc(C)cc2c1NC(=O)NC1CCCCC1
x	36	x	-1%	Cc1cccc(NC(=O)CSc2nc(N)c(NC(=O)c3cccs3)c(=O)[nH]2)c1C
0%	-23	11	-5%	CCOC(=O)c1c(C)[nH]c(C(=O)Cn2nnc(-c3ccccc3Cl)n2)c1C
-11%	x	x	-2%	C=CCCCC
5%	-19	10	-6%	CCc1ccc(NC(=O)Cn2c(SC)nc3ccccc32)cc1
7%	-26	5	5%	Cc1ccc(-c2nc(CS(=O)CC(=O)NCCN3CCCC3)c(C)o2)cc1 (stereo not given)
0%	-20	5	-1%	c1ccc(-c2nn3c(C4CCCCC4)nnc3s2)cc1
2%	-13	-5	6%	O=C(NCc1ccccc1)c1ccc(CS(=O)(=O)c2ccccc2)o1
1%	10	-10	-2%	O=c1c(F)cn(C2CCCO2)c(=O)n1Cc1ccccc1Cl (stereo not given)
x	42	12	-3%	CCOC(=O)c1ccc(N2CCN(c3ccccc3F)CC2)c(NC(=O)Nc2ccccc2)c1
11%	47	13	-5%	Cc1cc(NC(=O)CC2CCCC2)n(-c2nc3ccccc3[nH]2)n1
5%	-14	u	3%	Cc1ccc(NC(=O)c2noc3c2CC(C(C)(C)C)CC3)cc1 (stereo not given)
x	52	4	3%	N#Cc1c(C(F)(F)F)cc(-c2cccs2)nc1SCc1cccnc1
-18%	-17	-5	11%	CC(C)CC(NS(=O)(=O)c1ccc2c(c1)oc(=O)n2C)C(=O)NC1CCCc2ccccc21 (stereo not given)
5%	29	4	-1%	COc1ccc2[nH]c(=O)c(CN(Cc3cccs3)Cc3nnnn3C(C)(C)C)cc2c1
4%	u	u	0%	COC(=O)c1cc(COc2ccc3oc(C)c(C(=O)OC)c3c2)c(C)o1
12%	71	0	1%	CCc1ccc(-c2nnn(CCC(=O)OC)n2)cc1
2%	-16	-7	-3%	CS(=O)(=O)N1CCN(C(=O)Cc2cccs2)CC1
1%	9	10	3%	Cc1cccc(C)c1NC(=O)C(NC=O)c1ccccc1Cl (stereo not given)
-8%	-6	u	-6%	CCOc1ccccc1/C=N/Nc1ccccc1[N+](=O)[O-]
-4%	x	x	-8%	C=CCCCCCCCCCCCC(O)CC(O)COC(C)=O (stereo not given) (tested in a mixture with another compound)
-23%	u	12	-2%	Cc1cc(O)c(C(C)C)cc1NS(=O)(=O)c1ccccc1
u	-16	2	-15%	CN=C(c1ccco1)n1c(=S)nc(-c2ccco2)n(C)c1=S
-17%	27	14	-3%	Cc1cc(/C=C(\C#N)C(=O)Nc2ccc(F)cc2)c(C)n1-c1ccc(N2CCOCC2)c([N+](=O)[O-])c1
1%	8	-9	1%	O=C(/C=C/c1cc([N+](=O)[O-])ccc1OC(F)F)NCc1ccc(F)cc1
-18%	28	-10	-3%	COC(=O)C1CSc2[nH]c(=O)sc2C1c1ccccc1 (stereo not given)
-15%	-25	8	-2%	CCOC(=O)c1ccccc1NC(=O)CSc1nnc(COc2ccccc2)n1CC
x	24	-2	6%	c1ccc(C2CC(c3cccs3)n3nnnc3N2)cc1 (stereo not given)
x	24	x	1%	Cc1ccc(COc2ccc(/C=N/NC(=O)c3ccc(CN4CCOCC4)cc3)cc2)cc1
7%	-9	-10	-1%	Cn1cnnc1SCc1nc(N)nc(Nc2ccccc2)n1
-18%	u	2	9%	CN(/N=C/c1cccnc1)c1cnn(-c2ccc(F)c(Cl)c2)c(=O)c1Cl
-4%	u	0	6%	CC(C)(C)C1CCC2(CC1)SCC(=O)N2c1ccccc1 (stereo not given)
-10%	-26	3	2%	COc1ccc(C(=O)c2ccccc2)c2c(O)ccc(C(=O)c3ccccc3)c12
-6%	12	-4	4%	COCCNS(=O)(=O)c1ccc2c(c1)n(C)c(=O)n2C
-8%[11.4 µM]	x	x	3%[11.4 µM]	C[C@H](CCC(=O)O)[C@H]1CC[C@@H]2[C@H]3[C@@H](C[C@@H](O)[C@]21C)[C@]1(C)CC[C@H](O)C[C@@H]1C[C@@H]3O
-17%	x	x	-13%	COC(=O)[C@@]1(Cc2ccc(OC)cc2)[C@H]2c3cc(C(=O)N4CCCC4)n(Cc4ccc(S(C)(=O)=O)cc4)c3C[C@H]2CN1C(=O)c1ccccc1
x	-90*	x	-3%	CCNC(=O)NS(=O)(=O)c1cnccc1Nc1cccc(Cl)c1
25µM*	-15	2	8.9µM*	COc1ccc(OC)c(N=c2ssnc2Cl)c1
x	-100*	10	3%	c1nc(NCC2(N3CCOCC3)CCCCC2)c2ccsc2n1
x	44	x	2%	O=C(CCn1c(=O)c2ccccc2n(Cc2cccc([N+](=O)[O-])c2)c1=O)N1CCc2ccccc2C1
-2%	96	1	5%	CS(=O)(=O)N1N=C(c2ccccc2)CC1c1cccs1 (stereo not given)
-2%	u	-6	-1%	O=C(N1CCCC1)n1c(Cc2ccccc2)nc2ccccc21
x	6	x	-2%	Cc1[nH]n(-c2ccc(Cl)cc2)c(=O)c1/C=N/n1c(C)nc2ccccc2c1=O
-1%	u	7	3%	CCOc1cc(C(=S)N2CCOCC2)ccc1OC
1%	u	2	-3%	COc1cccc(Oc2nc3ncn(Cc4ccccc4)c3c(=O)n2C)c1
43%[activator]	x	x	4%	O=C(c1ccncc1)N1CCC2(CCN(Cc3cc(C(F)(F)F)cc(C(F)(F)F)c3)CC2)CC1
18%	u	26	-24%	CCc1nc(N2CCCC(C)C2)c2oc3ccccc3c2n1 (stereo not given)

# Next section.
ALOX15B inhib	PNC assembly inh	IMPase inh	ALOX12 inhib	molecule
u	u	5	u	CC(C)C(=O)NC(=S)Nc1ccc(S(=O)(=O)N(C)Cc2ccccc2)cc1
-7%	-14	-9	1%	COC(=O)c1c(C)cc(OC(C)=O)c(C)c1OC(C)=O
x	22	x	1%	Cc1cccc(NC(=S)NCCN2CCOCC2)c1C
4%	u	13	2%	O=C(NCc1cccc(Cl)c1)c1ccc2c(c1)OCO2
15%	-23	5	-12%	COc1ccccc1CNC(=O)c1ccc(OCc2c(C)noc2C)c(OC)c1
-2%	4	6	-6%	Cc1ccc(Nc2nc(OC(C(F)(F)F)C(F)(F)F)nc(N3CCOCC3)n2)cc1
x	25	0	-8%	N#CCC(=O)Nc1sc2c(c1C(N)=O)CCCC2
x	110	x	-2%	Cc1ccccc1NS(=O)(=O)c1cc(C(=O)Nc2cccc([N+](=O)[O-])c2)ccc1C
-2%	-15	-1	-1%	O=C(NCc1ccco1)c1ccc(Br)s1
-1%	-1	-2	-7%	Nn1c(SCC(=O)Nc2ccc(F)cc2)nnc1C1CCCCC1
3%	11	2	0%	CC(=O)NS(=O)(=O)c1ccc(NC(=O)c2ccccc2F)cc1
3%	-16	26	-13%	Cc1ccc2nc(C(F)OC(F)(F)F)[nH]c2c1 (stereo not given)
x	22	x	3%	O=C(Nc1cccnc1)/C(N=Nc1ccc(Cl)c(C(F)(F)F)c1)=C(\O)c1ccccc1
4%	-3	-1	3%	Cc1ccc(S(=O)(=O)N2CCOCC2)cc1C(=O)NCc1cn2ccsc2n1
-6%	24	61[activator]	-4%	COc1c(F)c(F)c(C(=O)Nc2ccc3oc(-c4ccncc4)nc3c2)c(F)c1F
6%	6	-2	-3%	CC(=O)NCCOC(=O)Nc1cccnc1
0%	-7	2	0%	CCn1c(SCC(=O)NCc2ccco2)nc2c(c1=O)SC(C)C2 (stereo not given)
x	33	x	-5%	COc1cc(NC(=S)NCc2cccs2)cc(OC)c1
31%[activator]	-6	-9	-12%	CCOC(=O)c1sc2nccc(N(C)C)c2c1N=CNOCc1c(F)cccc1Cl
-16%	50	8	-13%	CC(NCc1ccco1)C(=O)N1CCc2ccccc2C1 (stereo not given)
x	-14	x	-3%	CC(C)C[C@H](NC(=O)OC(C)(C)C)c1n[nH]c(=S)n1N
-4%	18	5	0%	CCOc1ccccc1NC(=O)CN(c1nccs1)S(=O)(=O)c1ccc(N)cc1
-4%	-16	-8	-1%	COc1ccc(NC(=O)c2cc(OC)c(OC)cc2OC)c(S(=O)(=O)N2CCOCC2)c1
-15%	-18	-20	-16%	O=C1CC(Sc2nnc(-c3ccccc3O)o2)C(=O)N1c1ccccc1 (stereo not given)
-12%	11	3	-6%	O=C(Nc1nc(-c2ccccc2)cs1)c1cccnc1
x	-19	u	-4%	Cc1ccc(C(=O)Oc2ccc(C(=O)COC(=O)C3CC(=O)N(Cc4ccco4)C3)cc2)cc1 (stereo not given)
x	33	11	-4%	Cc1[nH]c2ccc(F)cc2c1CCNC(=O)C1CCCCC1C(=O)OCC(F)(F)F (stereo not given)
x	27	5	2%	Cc1ccc2c(COC(=O)CNC(=O)c3ccccc3)cc(=O)oc2c1
x	u	x	-1%	CCSC1=N/C(=C\c2cccc(F)c2)C(=O)S1
-5%	15	2	-7%	O=C(Nc1ccc(Cl)cn1)c1cccc(S(=O)(=O)N2CCOCC2)c1
7.9µM*	1	4	8.9µM*	CC(Oc1ccc(Cl)cc1Cl)C(=O)NC1=NN(c2ccccc2)C(=O)C1 (stereo not given)
16%	32	7	-1%	CCc1ccc(CCC(=O)Nc2ccccc2C(=O)O)o1
x	u	x	-5%	COc1ccccc1OCCOCCOc1ccccc1Cl
-5%	24	-12	-4%	Cc1ccc(-c2nnn(CCC(=O)N3CCCCC3C)n2)cc1 (stereo not given)
x	-22	18	-2%	Nc1nccnc1C(=O)OCC(=O)Nc1cccc(S(=O)(=O)N2CCCCC2)c1
x	4	2	3%	CCCC(=O)C1=C(O)C(C(=O)OC)C(C)(C)CC1=NC(C)C (stereo not given)
3%	13	4	1%	Cc1ccc(C(=O)Nc2nnc(C)s2)o1
-1%	x	x	-1%	CCCCC(C=O)CC (stereo not given)
-9%	u	-3	-10%	Cc1ccc(C2C(C(=O)c3cccs3)=C(O)C(=O)N2CCN2CCOCC2)o1 (stereo not given)
-1%	u	-1	-3%	COc1ccc(S(=O)(=O)N(CC(=O)O)Cc2ccccc2)cc1OC
32%[activator]	u	-19	2%	COc1cccc2sc(NC(=O)c3ccc(S(=O)(=O)N4CCOCC4)cc3)nc12
-9%	82	12	-5%	Cc1cccc(C)c1NC(=O)c1sccc1SCc1cccc(C(F)(F)F)c1
x	24	x	4%	COc1cc(CNc2ccc(N3CCCC3)cc2)ccc1OCc1ccccc1F
-12%	-29	5	0%	Nc1ccc2c(c1)COc1ccccc1O2
x	-19	x	-1%	CC1CCN(CCOc2ccc(Cl)c(Cl)c2)CC1

# Not all compounds are listed; count on the stated rates, not on these rows.
